Compound activity deposited in PubChem BioAssay by several laboratories.
Alkaline phosphatase – human TNAP enzyme inhibitors, biochemical, luminescent (AID 518). purified TNAP enzyme, luminescent substrate readout; higher % means a stronger effect. inhibition, % at 20 µM, or IC50 in µM where a hit was titrated. 64,000 tested, 0.09% active; in the data active = a potency from the dose series; inactive = the rest, 99 in 100 with inhibition below about 22%;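 note: plate controls were vehicle for no effect and reference inhibitor for full effect; many of its hits are not listed in these tables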
HPDE-C7K KRASV12 – cytotoxicity in KRAS-transformed pancreatic duct cells, primary screen, cell-based, fluorescence, HTS (AID 431); HPDE-C7K KRASV12 cells, Alamar Blue viability, 48 h; higher % means a stronger effect; 63,000 tested, 1.7% active; cytotoxicity, % at 10 µM, or EC50 in µM where a hit was titrated;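 active = compounds whose percent cytotoxicity in the single-dose primary screen, scaled between solvent and toxic-drug controls, exceeds 50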;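 note: 0% = DMSO solvent wells and 100% = doxorubicin-treated wells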
Bfl-1 inhibitors – Bfl-1 inhibitors, primary screen, biochemical, fluorescence polarization, FITC-Bid, mouse (AID 432); 64,000 tested, 0.02% active; FITC-Bid BH3 peptide fluorescence polarization displacement; higher % means a stronger effect; displacement, % at 20 µM; hits with a dose series show IC50 in µM; in the data active = a potency from the dose series; inactive = the rest, 99 in 100 with displacement below about 15%; note: strong numbers were not always called active
Spn DPM-DC inh – blocks S. pneumoniae diphosphomevalonate decarboxylase. purified DPM-DC, PK/LDH coupled NADH fluorescence. calls only at 10 µM. 65,000 tested, 0.49% active;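 active = the 320 compounds with the highest percent inhibition in the single-dose primary screen, excluding strongly autofluorescent ones, cut at about 32% in these data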;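 note: kinetic rate of NADH fluorescence loss reporting ADP formed by the decarboxylase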
Spn MK inh – inhibitors of Streptococcus pneumoniae mevalonate kinase. purified MK, PK/LDH-coupled NADH absorbance 340 nm. inhibition, % at 10 µM. 65,000 tested, 0.48% active;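 active = ranked among the strongest by inhibition in the single 10 µM screen, a fixed top-ranked set picked for dose follow-up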; note: no value below 0 was filed
PMK inhibit – blocks S. pneumoniae phosphomevalonate kinase; AID 539; purified PMK, PK/LDH-coupled NADH absorbance 340 nm; inhibition, % at 10 µM; 65,000 tested, 0.49% active;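 active = top-ranked compounds by inhibition in the single 10 µM screen, taking a fixed number of the strongest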;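 note: 0% = full reaction with DMSO carrier and 100% = background rate without enzyme reaction; no value below 0 was filed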
HPDE-C7 cytotoxicity – cytotoxicity in HPDE-C7 cells, cell-based, fluorescence, HTS (AID 430) | HPDE-C7 pancreatic duct cells viability, fluorescence; higher % means a stronger effect | cytotoxicity, % at 10 µM, or EC50 in µM where a hit was titrated | 63,000 tested, 1.8% active;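 note: cells exposed to compound for 48 hours before viability readout; 0% = vehicle and 100% = reference cytotoxic drug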
HT1080 viability – cytotoxicity in HT1080 fibrosarcoma cells, cell-based, fluorescence readout (AID 620) | HT1080 viability, fluorescence; higher % means a stronger effect | cytotoxicity, % at 10 µM, or EC50 in µM where a hit was titrated | 87,000 tested, 0.42% active;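 note: cells exposed to compound overnight then 4 h with Alamar Blue; 0% = vehicle DMSO and 100% = killing control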
LYP phosphatase – LYP phosphatase inhibitors, primary screen, biochemical, DiFMUP fluorescence, recombinant catalytic domain, 10 µM (AID 606) | inhibition, % at 10 µM; hits with a dose series show IC50 in µM | 52,000 tested, under 10 active | recombinant LYP catalytic domain, DiFMUP fluorescence; higher % means a stronger effect;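 active = IC50 under 40 µM in the dose-response test; inactive = IC50 of 40 µM or more, or never dose-tested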
PMK inhibit pilot replicates – second read-out of PMK inhibit, no call of its own (marks repeat the call); inhibition, %; measured here: pilot screen replicates
Spn MK inh pilot replicates – recorded beside Spn MK inh, whose call it bears; inhibition, %; measured here: pilot screen replicates
Spn DPM-DC inh pilot screen % – further read-out of Spn DPM-DC inh, marked with its call; inhibition, %; measured here: pilot screen trials
Active calls of the source: *; i = inactive; / = not tested or not shown. Cut-off read from the data, not from the text of the source, unless noted: active = cytotoxicity above about 50%; inactive = the rest.

SMILES	Alkaline phosphatase	HPDE-C7K KRASV12	Bfl-1 inhibitors	Spn DPM-DC inh	Spn MK inh	PMK inhibit	HPDE-C7 cytotoxicity	HT1080 viability	LYP phosphatase	others
CCC(Sc1nc2sc(C(=O)OC)c(C)c2c(=O)n1N)C(=O)NCC1CCCO1 (stereo not drawn)	14%	-4%	-12%	i	9	4	-9%	0%	3%	PMK inhibit pilot replicates=1.0;Spn MK inh pilot replicates=0.0;Spn DPM-DC inh pilot screen %=2.5
O=C(CSc1ncn[nH]1)Nc1ccc(Br)cc1F	18%	-6%	0%	i	0	12	-2%	4%	13%
CCOC(=O)c1csc(NC(=O)C(C)(C)C)n1	6%	-4%	-6%	i	4	2	-6%	5%	8%
CCOC(=O)c1csc(NC(=O)c2ccc(S(=O)(=O)N3CCCC3)cc2)n1	9%	1%	5%	i	0	13	1%	9%	12%
Cc1ccc2nc(N3CCN(Cc4nnnn4Cc4ccccc4)CC3)c(C#N)cc2c1	8%	16%	-2%	i	1	4	4%	-10%	-8%
Cc1[nH]c(=O)[nH]c(=O)c1NC(=O)c1cccs1	9%	-1%	-8%	i	9	1	-5%	-1%	5%
Cc1cccc(N(CC(O)CN(C)C)S(=O)(=O)c2ccccc2)c1 (stereo not drawn)	6%	-10%	-4%	i	12	6	-8%	1%	18%
Cc1cc2n(n1)C(c1ccc3c(c1)OCO3)Nc1ccccc1-2 (stereo not drawn)	12%	13%	4%	i	4	1	6%	3%	/
CCOc1ccc2[nH]c(=O)c(CN(CC3CCCN3CC)C(=O)NCc3ccccc3)cc2c1 (stereo not drawn)	2%	-26%	1%	/	0	19	-16%	5%	11%
COCCNC(=O)c1ccc2c(=O)n(CCOC)c(=O)[nH]c2c1	13%	1%	-1%	i	7	0	-3%	5%	/
COc1ccccc1/C=C/CN1CC(C)OC(C)C1 (stereo not drawn)	14%	5%	0%	i	48*	0	-3%	14%	10%
CP(=O)(COC(=O)c1ccccc1)COC(=O)c1ccccc1	11%	/	-3%	i	3	1	/	-4%	/
Cc1cc(N/C=C2\CCCCC2=O)no1	6%	-6%	0%	i	15	0	3%	/	/
CCCNC(=O)C1CCN(S(=O)(=O)c2ccc3nc4c(c(C(=O)O)c3c2)CCCCC4)CC1	13%	2%	2%	i	9	3	8%	0%	-1%	PMK inhibit pilot replicates=0.0;Spn MK inh pilot replicates=0.0;Spn DPM-DC inh pilot screen %=0.0
O=C(O)CCCNc1ccc(S(=O)(=O)Nc2ccccc2C(=O)O)cc1C(=O)O	6%	-8%	10%	i	2	0	-5%	6%	/
COCc1cc(C)nc(N2CCN(c3ccccc3)CC2)c1C#N	10%	4%	-1%	i	0	0	2%	3%	10%
Cc1cc(C)n(CCOc2nonc2N)n1	-4%	-2%	-5%	i	0	13	-5%	-10%	8%
CC(C)C(=O)Nc1c2c(nc3c1CCC3)CCCC2	7%	3%	0%	i	10	11	7%	2%	16%
CN(C)c1ccc(C(CC(=O)O)NC(=O)c2ccc(Cl)cc2)cc1 (stereo not drawn)	10%	-20%	6%	i	/	4	-23%	-6%	/
CCOC(=O)CNC(=O)CN1C(=O)CCSc2ccccc21	6%	-2%	0%	i	2	1	-11%	12%	7%
Cc1ccccc1OCc1nc2c3cnn(C)c3ncn2n1	32%	2%	-8%	i	11	0	0%	-10%	3%
CC(C)(C)n1ncc2c(=O)n(CC(=O)N3CCN(c4ccccc4)CC3)cnc21	7%	1%	1%	i	1	17	3%	-5%	/
Cc1ccc(NC(=O)N2CCCN(Cc3ccc(F)cc3)C2)cc1C	0%	8%	-7%	i	1	13	2%	-1%	-6%
CCC(=NC(CC)CO)C1=C(O)CC(C)(C)CC1=O (stereo not drawn)	23%	5%	-14%	i	3	3	6%	-3%	5%
CC(C)NS(=O)(=O)c1ccc2c(c1)oc(=O)n2C	4%	-4%	0%	i	0	3	-8%	3%	/

Retrieved by structure from above:
SMILES	Alkaline phosphatase	HPDE-C7K KRASV12	Bfl-1 inhibitors	Spn DPM-DC inh	Spn MK inh	PMK inhibit	HPDE-C7 cytotoxicity	HT1080 viability	LYP phosphatase	others
CCOC(=O)c1csc(NC(=O)C(C)(C)C)n1	6%	-4%	-6%	i	4	2	-6%	5%	8%
Cc1ccccc1OCc1nc2c3cnn(C)c3ncn2n1	32%	2%	-8%	i	11	0	0%	-10%	3%
COCc1cc(C)nc(N2CCN(c3ccccc3)CC2)c1C#N	10%	4%	-1%	i	0	0	2%	3%	10%

Next structures:
SMILES	Alkaline phosphatase	HPDE-C7K KRASV12	Bfl-1 inhibitors	Spn DPM-DC inh	Spn MK inh	PMK inhibit	HPDE-C7 cytotoxicity	HT1080 viability	LYP phosphatase	others
Cc1cnc(NC(=O)c2c(O)c3cccc4c3n(c2=O)CCC4)s1	14%	92%*	-9%	i	0	6	52%*	9%	5%
Cn1cccc1/C=N/n1cnnc1	18%	11%	-7%	i	3	4	6%	0%	8%
O=C(Nc1ccc(Cl)cn1)c1ccc(COCC(F)(F)C(F)F)o1	13%	-5%	8%	i	2	0	4%	-8%	2%
COc1cc2nc(C)sc2cc1SC	8%	6%	3%	i	3	7	-6%	0%	0%
CCN(Cc1ccccc1)C(=O)Cn1c(=O)n(CC(=O)NCc2ccco2)c(=O)c2sccc21	5%	1%	-2%	i	0	9	-2%	0%	10%
O=c1sc2ccccc2n1COc1ccccc1	10%	5%	-4%	i	6	0	-2%	-3%	4%
C=CCn1c(SCC(=O)c2ccc(NS(=O)(=O)c3ccccc3)cc2)nnc1-c1cccs1	16%	-3%	-6%	i	5	0	1%	-7%	9%
COc1cc(C2Nc3cccc4cccc(c34)N2)ccc1OC(C)=O	20%	51%*	1%	i	8	12	41%	11%	-18%
CCOc1cc(C2C(C#N)=C(N)Oc3n[nH]c(C)c32)ccc1OCCN1CCOCC1 (stereo not drawn)	8%	-4%	-7%	i	12	24	-6%	7%	6%
O=C(OCCN1C(=O)c2ccccc2C1=O)C1CCN(S(=O)(=O)c2cccs2)CC1	8%	7%	-2%	i	11	0	-14%	-5%	6%
Cc1cc(C(=O)COc2ccc3ccc(=O)oc3c2)c(C)n1Cc1cccs1	5%	0%	-2%	i	0	12	3%	-1%	5%
CC(=O)O[C@H]1C(=O)[C@]2(C)[C@H]([C@H](OC(=O)c3ccccc3)[C@]3(O)C[C@H](OC(=O)[C@H](O)[C@@H](NC(=O)c4ccccc4)c4ccccc4)C(C)=C1C3(C)C)[C@]1(OC(C)=O)CO[C@@H]1C[C@@H]2O	12%	67%*	2%	i	7	19	72%*	/	/	PMK inhibit pilot replicates=5.0;Spn MK inh pilot replicates=0.0;Spn DPM-DC inh pilot screen %=0.0
Cc1nn(-c2cc(C)c3ccccc3n2)c2c1CCC2	/	/	/	i	3	11	/	-8%	-2%
O=P(O)(CCc1ccccn1)CN1CCCCC1	4%	1%	-1%	i	2	3	-7%	-11%	-9%
O=C(CCN1CCN(c2ccccn2)CC1)Nc1ccc(F)cc1	6%	0%	6%	i	1	8	-6%	-7%	/
CCOc1ccccc1NC(=O)CSc1ncnc2c1oc1ccccc12	1%	-7%	-7%	i	3	12	-8%	6%	/
COCCN1Cc2cccc(C(=O)NCc3ccccn3)c2C1=O	2%	5%	5%	i	3	4	1%	23%	1%
CCCCn1nnnc1SCC(=O)c1ccc(C)c(C)c1	12%	-24%	0%	i	0	13	-19%	6%	-10%
CCOC(=O)c1cccnc1SCc1cc(=O)n2ccccc2n1	11%	-3%	-4%	i	1	17	11%	8%	15%
Cc1ccc(C(c2sc3nc(C)nn3c2O)N2CCN(C(=O)c3ccco3)CC2)cc1 (stereo not drawn)	/	/	/	i	9	14	/	-9%	3%
CSc1nc2ccc(NC(=O)C3CC(=O)N(Cc4ccco4)C3)cc2s1 (stereo not drawn)	10%	1%	7%	i	15	0	-16%	10%	2%
CNc1cc(C)nc(-n2nc(C)cc2C)n1	13%	-15%	0%	i	4	11	0%	2%	0%
CCCCc1ccc(NC(=O)C2CCCO2)cc1 (stereo not drawn)	18%	8%	-3%	i	8	7	2%	-8%	8%	PMK inhibit pilot replicates=5.5;Spn MK inh pilot replicates=0.5;Spn DPM-DC inh pilot screen %=0.0
CCOc1ccc(NC2c3ccccc3C(=O)N2Cc2ccco2)cc1 (stereo not drawn)	10%	2%	-2%	i	7	0	-7%	-7%	16%	PMK inhibit pilot replicates=0.0;Spn MK inh pilot replicates=9.0;Spn DPM-DC inh pilot screen %=0.0
COCc1cc(C2C(C(=O)c3ccco3)=C(O)C(=O)N2CCOCCO)ccc1O (stereo not drawn)	8%	0%	0%	i	0	3	2%	-2%	-2%
Cc1c(NC(=O)OCc2ccccc2)c(=O)n(-c2ccccc2)n1C	4%	-3%	-1%	i	6	2	9%	/	7%
CCn1c(C2CC(=O)N(Cc3ccccc3)C2)nc2ccccc21 (stereo not drawn)	7%	0%	1%	i	0	20	-15%	-5%	/
O=C1OCc2cc(NC(=O)C3COc4ccccc4O3)ccc21 (stereo not drawn)	-1%	-1%	0%	i	23	6	-2%	6%	0%
CC(=O)NCc1cccc(CNC(C)=O)n1	14%	7%	-5%	i	7	3	4%	0%	/	PMK inhibit pilot replicates=5.5;Spn MK inh pilot replicates=0.0;Spn DPM-DC inh pilot screen %=0.0

Structures listed so far containing a thiophene ring, fused or not:
SMILES	Alkaline phosphatase	HPDE-C7K KRASV12	Bfl-1 inhibitors	Spn DPM-DC inh	Spn MK inh	PMK inhibit	HPDE-C7 cytotoxicity	HT1080 viability	LYP phosphatase	others
CCC(Sc1nc2sc(C(=O)OC)c(C)c2c(=O)n1N)C(=O)NCC1CCCO1 (stereo not drawn)	14%	-4%	-12%	i	9	4	-9%	0%	3%	PMK inhibit pilot replicates=1.0;Spn MK inh pilot replicates=0.0;Spn DPM-DC inh pilot screen %=2.5
Cc1[nH]c(=O)[nH]c(=O)c1NC(=O)c1cccs1	9%	-1%	-8%	i	9	1	-5%	-1%	5%
CCN(Cc1ccccc1)C(=O)Cn1c(=O)n(CC(=O)NCc2ccco2)c(=O)c2sccc21	5%	1%	-2%	i	0	9	-2%	0%	10%
C=CCn1c(SCC(=O)c2ccc(NS(=O)(=O)c3ccccc3)cc2)nnc1-c1cccs1	16%	-3%	-6%	i	5	0	1%	-7%	9%
O=C(OCCN1C(=O)c2ccccc2C1=O)C1CCN(S(=O)(=O)c2cccs2)CC1	8%	7%	-2%	i	11	0	-14%	-5%	6%
Cc1cc(C(=O)COc2ccc3ccc(=O)oc3c2)c(C)n1Cc1cccs1	5%	0%	-2%	i	0	12	3%	-1%	5%
